TEAD-YAP block = TEAD-YAP interaction inhibition; inhibition, % at 9.12 µM; HEK-TIYL cells, TEAD-Gal4/YAP UAS-luciferase luminescence; 640,000 tested, 1.4% active; in the data active means inhibition above about 32%;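 further: 0% = median of test compound wells and 100% = reference inhibitor wells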
MITF primary = inhibitors of human MITF | O75030 | AlphaScreen MITF homodimerization, bead proximity signal | inhibition, % at 2.6 µM | 650,000 tested, 0.91% active; in the data active means inhibition above about 50%;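 further: 0% = vehicle wells with protein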
FBW7 act = activators of human E3 ligase FBW7. Q969H0. AlphaScreen FBW7–phospho-cyclin E peptide binding, activator screen. normalized activity (activation), % at 26.1 µM. 650,000 tested, 0.13% active; in the data active means normalized activity above about 1.9%;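 further: purified mutant Fbw7 with reduced substrate affinity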
Target sequence (Q969H0 whole entry, looked up): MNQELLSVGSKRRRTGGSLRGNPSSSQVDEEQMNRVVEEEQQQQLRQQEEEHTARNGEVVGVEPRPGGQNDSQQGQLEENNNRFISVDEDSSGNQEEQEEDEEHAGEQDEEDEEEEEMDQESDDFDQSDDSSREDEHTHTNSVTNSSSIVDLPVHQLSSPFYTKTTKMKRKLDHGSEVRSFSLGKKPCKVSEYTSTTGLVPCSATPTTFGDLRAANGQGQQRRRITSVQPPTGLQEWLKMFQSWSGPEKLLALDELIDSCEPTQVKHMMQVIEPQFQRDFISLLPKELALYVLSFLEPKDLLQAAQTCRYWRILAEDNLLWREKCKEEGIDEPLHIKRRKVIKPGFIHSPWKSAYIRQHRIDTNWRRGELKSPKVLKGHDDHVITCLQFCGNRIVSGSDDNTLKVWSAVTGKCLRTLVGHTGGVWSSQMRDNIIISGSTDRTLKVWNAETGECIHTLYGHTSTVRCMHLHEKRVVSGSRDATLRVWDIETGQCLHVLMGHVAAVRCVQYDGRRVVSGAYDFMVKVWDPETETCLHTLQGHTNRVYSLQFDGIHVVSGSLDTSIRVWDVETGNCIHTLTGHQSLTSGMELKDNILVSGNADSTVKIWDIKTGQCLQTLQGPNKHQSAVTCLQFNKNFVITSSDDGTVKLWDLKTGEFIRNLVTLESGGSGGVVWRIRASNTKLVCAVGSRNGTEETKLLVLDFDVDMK
GPR151 ag = activators of human GPR151 | Q8TDV0 | PathHunter beta-arrestin GPR151 cells, luminescence | activation, % at 11.2 µM | 650,000 tested, 1% active | AID 1508602; in the data active means activation above about 4.9%;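 further: 0% = median of compound wells and 100% = cells with positive control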
* = called active by the depositor; x = no result given.

SMILES	TEAD-YAP block	MITF primary	FBW7 act	GPR151 ag
O=C(OCc1cc([N+](=O)[O-])cc2c1OCOC2)C1CC1	-7	-8	-0.1	0.0
COc1ccc(NC(=O)C2CCN(c3nnc(N4CCCC4=O)s3)CC2)cc1	1	-5	-0.2	6.3*
Cc1cccc(NC(=O)c2cc(S(=O)(=O)NCc3ccc(F)cc3)ccc2F)c1	4	8	0.0	0.7
Cc1cc(C)c(NC(=O)c2cc(S(=O)(=O)N3CCC4(CC3)OCCO4)ccc2F)c(C)c1	0	-11	0.0	0.6
COC(=O)c1ccccc1N1C(=O)C(Cl)=C(Nc2ccc(S(N)(=O)=O)cc2)C1=O	16	14	0.0	-0.1
Cc1ccc(C(C)C)c(OC/C(O)=C(\C#N)c2nc3ccccc3[nH]2)c1	2	2	-0.2	0.0
Cc1nc2c3ccccc3n(CC(=O)c3ccc(F)cc3)c(=O)n2n1	-4	6	0.1	1.4
CCOc1ccccc1CN1CCN(Cc2ccc(OC)cc2O)CC1CCO (stereo unspecified)	4	12	0.1	-0.4
Cc1cccc(CN2CCCC(C(=O)N3CCCCCC3)C2)c1 (stereo unspecified)	6	50	-0.1	0.3
CCC(C)NS(=O)(=O)c1ccc(NC(=O)CNC2CCCCCC2)cc1 (stereo unspecified)	3	21	0.0	0.0

In the list so far, 2 contain four or more nitrogen atoms.
SMILES	TEAD-YAP block	MITF primary	FBW7 act	GPR151 ag
COc1ccc(NC(=O)C2CCN(c3nnc(N4CCCC4=O)s3)CC2)cc1	1	-5	-0.2	6.3*
Cc1nc2c3ccccc3n(CC(=O)c3ccc(F)cc3)c(=O)n2n1	-4	6	0.1	1.4

Additional results
SMILES	TEAD-YAP block	MITF primary	FBW7 act	GPR151 ag
O=S(=O)(NCC1COc2ccccc2O1)c1ccc(Cl)s1 (stereo unspecified)	4	5	0.1	-1.3
O=C(CNC1CCCCC1)N1c2ccccc2Sc2ccc(C(F)(F)F)cc21	2	0	0.0	-1.1
CCOc1c(Br)cc(/C=C/C(=O)O)cc1OC	-5	5	0.2	1.0
CCOc1ccc(/C(O)=C2\C(=O)C(=O)N(CCCN3CCOCC3)C2c2ccc(OC)c(OC)c2)c(C)c1 (stereo unspecified)	-3	15	0.2	0.3
CC(=O)Nc1ccc(S(=O)(=O)NCC2CCC(C(=O)NC3CCCCC3C)CC2)cc1 (stereo unspecified)	-3	5	0.2	-0.1
CCN(C(=O)Cn1cc(C(C)=O)c2ccccc21)c1ccccc1	10	5	-0.1	0.0
C[C@@H]1C[C@H]2O[C@@H]2/C=C\C=C\C(=O)Cc2c(Cl)c(O)cc(O)c2C(=O)O1	x	10	x	1.8
CCOC(=O)C1CCN(c2c(NCc3ccc(N(C)C)cc3)c(=O)c2=O)CC1	1	5	0.0	0.9
C/C(=N\NC(=O)c1ccc(NS(=O)(=O)c2cccs2)cc1)c1ccccn1	-12	11	0.1	-1.3
O=c1/c(=C/c2ccco2)sc2n1CN(c1ccccc1)CN=2	10	8	0.0	-1.1

Two of these compounds in another layout:
Below each compound: TEAD-YAP block	MITF primary	FBW7 act	GPR151 ag
O=C(CNC1CCCCC1)N1c2ccccc2Sc2ccc(C(F)(F)F)cc21
  2	0	0.0	-1.1
CCOc1c(Br)cc(/C=C/C(=O)O)cc1OC
  -5	5	0.2	1.0

More results:
SMILES	TEAD-YAP block	MITF primary	FBW7 act	GPR151 ag
COc1ccc(/C=N/NC(=O)c2cccnc2)c2ccccc12	-22	-10	0.0	0.6
COc1ccc(SCC(=O)Nc2ccc(F)cc2F)cc1	-9	17	1.1	-1.4
CC(=O)Nc1cccc(NC(=O)C(=O)c2cn(CC(=O)N3CCOCC3)c3ccccc23)c1	-38	-7	0.1	0.2
COc1ccc(NC(=O)c2cc3nc4c(c(C(F)(F)F)n3n2)CCc2ccccc2-4)c(OC)c1	-5	14	0.0	0.9
COc1cc(C2NC(=O)NC(C)=C2C(=O)OCC(F)(F)F)cc(Br)c1O (stereo unspecified)	-2	0	0.0	-0.4
O=C(CSc1nc2ccsc2c(=O)n1CCc1ccccc1)OCc1ccccc1	2	-11	-0.1	-0.2
CCOC(=O)c1cc2sccc2n1CC(=O)N1CCCCC1CC (stereo unspecified)	-18	3	0.6	-1.3
O=C(CSc1nccc(-c2ccc(F)cc2)n1)N1CCOCC1	-21	12	0.1	1.2
COc1ccc(-c2nc(NC(C)=O)c3c(=O)oc4ccccc4c3n2)cc1	1	10	0.2	0.0
CCOC(=O)c1ccc2nc(C)cc(Nc3cccc(C(=O)O)c3)c2c1	-1	17	0.0	-0.9
CS(=O)(=O)N1CCN(c2ccc3cccc(-c4cccc(C#N)c4)c3n2)CC1	-2	3	0.1	0.1
COc1ccc(-c2csc(NC(=O)c3cccc(SC(C)C)c3)n2)c(OC)c1	-3	-2	0.0	0.9
N#Cc1ccccc1NC(=O)c1ccc(S(=O)(=O)N2CCOCC2)cc1	-11	55*	0.0	0.1
CC(=O)Nc1cccc(NC(=O)c2ccc(Cl)cc2[N+](=O)[O-])c1	-7	0	0.1	-1.1
NCc1ccc(S(=O)(=O)N2CCOCC2)cc1	4	3	0.1	-1.4
CCC(=O)Nc1nc2c(s1)C(=O)CC(C(=O)N1CCc3ccccc3C1)C2 (stereo unspecified)	4	-1	0.6	1.4
COc1ccc(OCCCCn2c(-c3ccc(Br)cc3)nc3ccccc3c2=O)cc1	-2	-1	-0.2	1.4
COc1ccc2[nH]c(=O)c(CN(CCN3CCCC3)C(=O)Nc3ccccc3)cc2c1	0	0	0.6	0.0
O=S(=O)(NC(=NCc1ccccc1)C(F)(F)F)c1ccccc1	3	-13	0.8	0.6
Fc1nc(F)c(F)c(SC(=S)N2CCOCC2)c1F	-11	-17	0.0	-0.7
Cc1ccc(NC2c3ncccc3C(=O)N2Cc2ccco2)cc1 (stereo unspecified)	6	1	-0.2	-0.3
COc1ccccc1CNC(=O)CSc1nc2c(-c3ccc(C)cc3)csc2c(=O)n1C	-4	6	0.9	1.3
Cc1nc2ccccc2nc1N/N=C/c1ccc(O)c(C)c1O	-14	-1	0.0	-0.5
N/C(=N\S(=O)(=O)c1ccc(Cl)s1)c1ccccc1	11	-5	0.0	-1.1
CCN(CC)S(=O)(=O)c1ccc(-c2nnc3sc4cccc(C)c4n23)cc1	-1	-4	0.1	1.2
CCC(COC)NC(=O)CCC1(Cc2ccc(C)cc2)CCC(=O)N1 (stereo unspecified)	-1	7	0.8	3.2
COC(=O)c1cccc(-n2cc(-c3ccccc3)c(-c3ccnc(Nc4ccc(-n5nc(C)nc5C)cc4)c3)n2)c1	24	20	0.6	-0.6
Cc1nc(C)c(-c2ccc(SCC(=O)N3CCCCC3)nn2)s1	-3	12	0.1	-2.1
c1ccc(CN2CCN(Cc3ccccc3)C2c2c[nH]c3ccccc23)cc1	9	-1	0.0	-1.7
COc1ccccc1-n1nc(C(=O)N(C)c2cc(Cl)ccc2C)c2ccccc2c1=O	-16	-1	-0.3	1.0
Cc1[nH][nH]c(=O)c1C(c1ccc(OCC(=O)O)cc1)c1c(C)[nH][nH]c1=O	4	16	-0.8	1.5
Cc1cc2nnc(SCC(=O)Nc3ccccc3C#N)n2c2ccccc12	14	10	0.5	0.8
Cc1ccsc1C(C(=O)NC1CCCCC1)N(C(=O)c1csnn1)C1CC1 (stereo unspecified)	3	7	-0.1	-0.2
O=C(CSCc1ccc(F)c2ccccc12)Nc1ccc2ccccc2c1	7	11	0.2	1.2
NC1CCN(c2ccnc(NC(=O)Cc3ccc4c(c3)OCO4)c2)CC1	7	0	-0.6	2.6
C(=N\n1cnnc1)/c1ccc(Nc2ccccc2)cc1	-2	8	0.3	-0.5
O=C1CC2(CCN(C(=O)/C=C\c3ccc([N+](=O)[O-])cc3)CC2)Oc2ccccc21	3	13	0.1	1.0
CCN(CC)C(=O)Cn1cc(C=C2C(=O)NC(=S)NC2=O)c2ccccc21	-6	-4	-0.1	1.6
CCCCNC(=O)CCn1nc(-c2ccc(C)cc2)ccc1=O	3	-1	-0.2	-0.5
Cc1cc(C)cc(C(=O)OCCN2C(=O)c3cccc4c(N5CCCCC5)ccc(c34)C2=O)c1	1	5	-0.2	-0.1
CCC(Sc1nc2ccc(Br)cc2c2nc3ccccc3n12)C(=O)NCc1cccnc1 (stereo unspecified)	-2	2	-0.1	-1.0
CC(=O)Oc1ccc(N2C(=O)C3CC=CC(C)C3C2=O)cc1 (stereo unspecified)	-9	-23	0.1	-0.3
Cc1ccccc1OCC(=O)N/N=C/c1ccc(F)cc1	-2	12	0.1	0.6
Cc1ccc(NC(=O)NNc2nc3ccccc3s2)cc1	-27	4	0.3	-1.0
Cc1ccc(NC(=O)C(=O)N=Nc2c(O)[nH]c3ccc([N+](=O)[O-])cc23)cc1	-21	-23	-0.1	4.6
O=C(O)CC1(CC(=O)Nc2cccc(O)c2)CCCC1	-1	5	0.1	-2.3
O=C(OCC1COc2ccccc2O1)c1c(F)cccc1F (stereo unspecified)	2	-13	0.0	1.8
O=C1c2ccc([N+](=O)[O-])cc2C(=O)N1CN(C(=O)c1ccccc1)c1ccc(F)cc1	-14	6	-0.1	-0.9
N#C/C(=C\c1cc2c(cc1[N+](=O)[O-])OCO2)c1ccc(F)cc1	7	11	-0.8	-0.4
CC(=O)c1cc(C#N)c(SCc2ccc(F)cc2)nc1C	-1	11	0.6	-1.2

(listing goes on)
SMILES	TEAD-YAP block	MITF primary	FBW7 act	GPR151 ag
COc1ccc(C(CC(=O)O)NS(=O)(=O)c2ccc(F)cc2)cc1 (stereo unspecified)	7	-4	0.0	-0.2
Cc1ccc(C)n1-c1ccc(-c2ccnc3c(C#N)cnn23)cc1	3	-4	0.0	-0.3
O=C1NCCN1CCNS(=O)(=O)c1ccc2ccccc2c1	-2	3	-0.2	0.8
CC(=O)N1C(=O)/C(=C2\SC(=S)N(c3ccccc3F)C2=O)c2ccccc21	0	-3	0.5	-0.1
O=C(NCCCNC(=O)C12CC3CC(CC(C3)C1)C2)C12CC3CC(CC(C3)C1)C2	3	-4	0.3	2.8
COC(=O)c1ccc(NC(=O)CSc2nnc(Cc3cccn3C)n2CCc2ccccc2)cc1	5	-7	-0.2	-0.7
COc1ccc(C(=O)NNC(=O)c2cc3cccc(OC)c3oc2=O)cc1	-2	9	0.4	-0.1
COc1ccc(CN(C)c2nc(CN3CCCCC3)nc3ccccc23)cc1OC	5	15	0.0	-0.8
O=C1C2CCCCC2C(=O)N1Nc1nc2c(c(C(F)(F)F)n1)CCCCC2 (stereo unspecified)	0	8	0.0	0.8
COc1ccc(C(=O)n2nc(-c3cccnc3)nc2NCc2ccccc2)cc1OC	-4	2	0.0	-0.9

Single entries from the results shown:
`Cc1ccc(C)n1-c1ccc(-c2ccnc3c(C#N)cnn23)cc1` @ MITF primary = -4
`O=C(NCCCNC(=O)C12CC3CC(CC(C3)C1)C2)C12CC3CC(CC(C3)C1)C2` @ MITF primary = -4
`COc1ccc(C(=O)NNC(=O)c2cc3cccc(OC)c3oc2=O)cc1` @ MITF primary = 9
`O=C1C2CCCCC2C(=O)N1Nc1nc2c(c(C(F)(F)F)n1)CCCCC2` (stereo unspecified) @ GPR151 ag = 0.8
`COc1ccc(CN(C)c2nc(CN3CCCCC3)nc3ccccc23)cc1OC` @ FBW7 act = 0.0

(list continues)
SMILES	TEAD-YAP block	MITF primary	FBW7 act	GPR151 ag
Cc1cc([N+](=O)[O-])ccc1NC(=O)c1cc2cc(Br)ccc2oc1=O	5	11	0.1	-0.1
Cc1cccc(-n2c(SCC(N)=O)nnc2-c2cccnc2)c1C	3	12	0.0	0.4
COC1(C[N+](=O)[O-])OC(=O)c2ccccc21 (stereo unspecified)	-1	7	0.4	1.6
Cc1cccc(N2CCN(S(=O)(=O)c3cc(C(=O)Nc4ccc(C)c(F)c4)ccc3F)CC2C)c1 (stereo unspecified)	24	15	0.1	1.4
COc1cc(OC)c(S(=O)(=O)N2CCCCC2C)cc1NC(C)=O (stereo unspecified)	5	11	0.0	-0.2
N#CC(C#N)=C1CSc2ccccc2N1	-15	-9	0.1	-0.1
Cn1ccnc1C(NC(=O)Cc1cccc(F)c1)c1ccc(F)c(F)c1 (stereo unspecified)	3	2	0.1	2.1
COc1ccc(C(=O)/C(C)=N\OC(=O)Nc2cccc(Cl)c2)cc1	-1	13	0.1	0.0
C=CCOc1ccccc1CN1CCC(O)CC1	0	32	-0.1	0.9
O=C(Nc1ccc2ncccc2c1)C(Cc1ccccc1)N1C(=O)C2C3C=CC(C3)C2C1=O (stereo unspecified)	-3	17	0.5	-1.4
COc1ccc(CCNC(=O)CCCCCn2c(=S)[nH]c3cc4c(cc3c2=O)OCO4)cc1OC	-1	-1	-0.1	1.6
C/C(=C\c1ccccc1)CN1CCc2nnc(CNC(=O)c3cc(C)oc3C)n2CC1	12	12	0.1	2.1
Cc1ccc(-c2nnc(SCC(=O)N3CCCCC3)o2)cc1C	-6	1	-0.1	-0.9
COc1cccc(NC(=S)N(CCCN2CCN(C)CC2)Cc2cccs2)c1	15	2	0.1	0.3
N#CC1=C2SCN(Cc3ccco3)CN2C(=O)CC1c1ccccc1 (stereo unspecified)	3	14	-0.2	-0.2
Cc1cc(C)n(C(C[N+](=O)[O-])c2ccccc2)n1 (stereo unspecified)	-4	12	0.1	-1.2
NC(=O)CSc1nc2c(sc3ccccc32)c(=O)n1Cc1cccnc1	3	10	0.2	0.7
CCOc1ccccc1OCCOCCNC(C)CC (stereo unspecified)	6	77*	0.3	-2.9
CCCc1ccc(S(=O)(=O)NNC(=O)NC23CC4CC(CC(C4)C2)C3)cc1	14	9	1.0	0.5
CCCCOc1cccc2c1CCN(CC)C2=O	1	2	-0.1	1.9

Source: PubChem BioAssay (The Scripps Research Institute Molecular Screening Center)
